High-throughput results: PubChem BioAssay, National Center for Advancing Translational Sciences (NCATS)
LDHA inh: LDHA (human) enzyme inhibition. purified LDHA, NADH/diaphorase-resazurin fluorescence; stronger effect = lower value. 480,000 tested, 0.15% active. activity change, % (values are at about 110 or 230 µM); in the data active = activity change below about -30%; inconclusive = mostly about -25% to -30%;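 also: plate controls were DMSO wells for no effect and wells without enzyme for full effect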
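Resorufin fluorescence (ex540/em590), read at 0 and 20 min after diaphorase/resazurin addition, reports the NADH left after a 5 min room-temperature reaction of 2 nM human LDH5 with 0.06 mM NADH and 0.2 mM pyruvate.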
Numbers without * were called inactive; ? = inconclusive; & = joins results of further samples. These rows are one share of the data. The share of hits here may be higher or lower than overall.

SMILES	LDHA inh
Cc1cccc(NC(=O)CSc2nnc(Cc3ccccc3)n2-n2cccc2)c1	5
CC1(C)CC(NC(=S)NC2CC3CCC2C3)CC(C)(C)N1 (stereo not drawn)	-9
O=C(C1CCCC1)N(Cc1ccc2cc[nH]c2c1)C1CC1	5
COc1ccc(C(=O)/C=C/c2ccccc2C(F)(F)F)cc1F	9
Cn1ccnc1C(=O)c1cccc(NC(=O)C(=O)N[C@H](CO)Cc2ccccc2)c1	7
Cc1cccc(C(=O)Oc2cccc(NC(=O)Cc3nn(C)c(=O)c4ccccc34)c2)c1	-3
COc1ccc(-c2nc(C(=O)N3CCN(Cc4cccc(Cl)c4)CC3)cs2)cc1OC	-5
CCc1cccc2c(C3=NNC(=NC4CC4)SC3)c[nH]c12	2
O=C(NCc1ncc(-c2ccccc2)o1)c1cccc(F)c1	12
Cc1cc(N2CCN(C(=O)Oc3ccc([N+](=O)[O-])cc3)CC2)c2ccccc2n1	-3
Cc1cc(C)cc(C(=O)NCCC23CC4CC(CC(C4)C2)C3)c1	-19
O=C(NC1CCCC1)C1C(c2ccc(C(F)(F)F)cc2)=Nc2ccccc2N1C(=O)c1cccc2ccccc12 (stereo not drawn)	1
COc1ccc(C(=O)OCc2ncc(-c3ccccc3)o2)c(OC)c1	-4
CCCCN(C)S(=O)(=O)NC1CCN(c2ncccn2)CC1	-1
CCOc1ccc2oc(C(=O)N3CCN(CC(=O)Nc4ccccc4CC)CC3)c(C)c2c1	4

Given field by field: four of the compounds above
COc1ccc(C(=O)/C=C/c2ccccc2C(F)(F)F)cc1F
  LDHA inh: 9
COc1ccc(-c2nc(C(=O)N3CCN(Cc4cccc(Cl)c4)CC3)cs2)cc1OC
  LDHA inh: -5
CCCCN(C)S(=O)(=O)NC1CCN(c2ncccn2)CC1
  LDHA inh: -1
O=C(NCc1ncc(-c2ccccc2)o1)c1cccc(F)c1
  LDHA inh: 12

(listing goes on)
SMILES	LDHA inh
COC(=O)c1ccc(C)c(NC(=O)c2cc(=O)c3ccccc3o2)c1	9
O=C(CSc1ncnc2ccccc12)Nc1ccc(Cl)cc1Cl	-1
CC(c1ccccc1)N(C)C(=O)CCCc1c[nH]c2ccccc12 (stereo not drawn)	12
CS(=O)(=O)c1ccc2sc(N)nc2c1	0
Cc1ccc(-c2cc(C(=O)NCC3CCCO3)c3ccccc3n2)c(C)c1 (stereo not drawn)	-4
Cn1ccnc1Sc1nc2c(c(=O)n(C)c(=O)n2C)n1Cc1ccc(F)cc1	2
Cc1ccccc1CN(C)C(=O)CN1CCCC1c1ccc2c(c1)OCCCO2 (stereo not drawn)	4
COc1ccc(C)cc1-n1ccnc1SCC(=O)Nc1nc(C)cs1	-13
CCCCn1c(=O)[nH]c(=O)c2c1nc(COC(=O)c1cc(C)cc(C)c1)n2CCC	20
O=C(CCc1ncc(-c2ccccc2)o1)NCc1ccc(F)cc1	1
CCOC(=O)c1ccc(N2C(=O)C(O)(C(F)(F)F)C3=C2CC(C)(C)CC3=O)cc1 (stereo not drawn)	-8
O=C(CCC(=O)c1ccc(F)cc1)OCC(=O)c1cc(Cl)ccc1Cl	4
N#Cc1cccnc1NCCNc1cccc2ccccc12	77
Cc1cccc(-c2nnc(SCc3coc(-c4cccs4)n3)n2C)c1	5
COc1ccc(CNC(=O)CSc2nc3ccccc3nc2N2CCCCC2)cc1	7
O=C(CNC(=O)c1ccccc1Cl)NCCN1CCc2ccccc2C1	0
Cc1ccc(COC[C@H](CC(C)C)N2CCN(C(=O)c3cccc(C(F)(F)F)c3)CCC2=O)cc1	7
COCCN(Cc1cc(OC)c(OC)c(OC)c1)Cc1cc(=O)n2ccc(C)cc2n1	11
Cc1ccccc1NC(=O)C1CCN(c2nc3ccccc3o2)CC1	5
COC(=O)c1cccc(Nc2cc(-c3ccccc3)ncn2)c1	5
COC(=O)c1ccc(C2C3=C(CC(C)(C)CC3=O)Nc3cc4c(cc32)OCO4)cc1 (stereo not drawn)	7
Cc1cc(C(=O)OCC(=O)NC2(C#N)CCCCC2)c2ccccc2n1	1
CCOc1ccc2c(c1)S/C(=C\c1cccc(Oc3ccc(Cl)cc3)c1)C(=O)N2	6
CC(CCl)n1c(=O)c2ccccc2n1C(=O)c1ccccc1 (stereo not drawn)	5
Cc1ccc(-c2csc3c2NC(=O)CC3c2ccc(OCC(N)=O)cc2)cc1 (stereo not drawn)	11
CC(=O)Nc1nnc(Cc2ccccc2F)s1	2
O=C(CSc1ccc(Br)cc1)c1ccc(C2CCCCC2)cc1	1
CCOc1ccc(NS(=O)(=O)c2cc(NC(=O)Cc3c(F)cccc3Cl)ccc2OC)cc1	27
CCc1c(C)sc(NC(=O)C2CCCCC2)c1C#N	2
O=C(NCC1(N2CCOCC2)CCCCC1)C1CCN(C(=O)c2ccc(Cl)cc2)CC1	2

Looked up one by one from above:
SMILES	LDHA inh
CCOc1ccc2c(c1)S/C(=C\c1cccc(Oc3ccc(Cl)cc3)c1)C(=O)N2	6
COc1ccc(C(=O)/C=C/c2ccccc2C(F)(F)F)cc1F	9
O=C(CSc1ncnc2ccccc12)Nc1ccc(Cl)cc1Cl	-1

Carrying on.
SMILES	LDHA inh
Cc1cccc(-c2nc(C#N)c(N3CCN(C(=O)c4cccs4)CC3)o2)c1	-1
COc1ccc(C(C)(C)C)cc1-c1csc(N)n1	0
O=C(CCC(=O)c1ccc(Cl)cc1)OCC(=O)c1ccc([N+](=O)[O-])cc1	-16
CC1CCCCC1NC(=O)c1ccc2ccccc2n1 (stereo not drawn)	13
Cc1ccc(-c2cccc(=O)o2)cc1	-14&-1
CCOc1ccc(C(=O)C(C)OC(=O)c2ccc(OCC(N)=O)cc2)cc1 (stereo not drawn)	-3
CCOC(=O)c1cnc(SCc2nc(-c3cccc(C)c3)oc2C)nc1N	?
CCCCCC1CCC(c2ccc(C(=O)Oc3cccnc3)cc2)CC1 (stereo not drawn)	-2
N#Cc1ccc(Cn2c(=O)n(CCC(=O)NCCc3ccc(Cl)cc3)c(=O)c3sccc32)cc1	3
O=C(Cn1nc(Br)nc1Br)c1ccc(Cl)cc1	-3
COc1ccc(CCNC(=O)CS(=O)Cc2nc(-c3ccc(Cl)cc3)oc2C)cc1OC (stereo not drawn)	2
CCCN1CNc2c(c(=O)[nH]c(=S)n2CCc2cccc(Cl)c2)C1	-3
CCCOc1ccc(C(=O)CCN(C)C)cc1	6
COc1ccc(NC(NC(=O)C(C)C)C(Cl)(Cl)Cl)cc1 (stereo not drawn)	-5
COc1cc(Nc2ncnc3c2cnn3-c2ccc(Cl)cc2)cc(OC)c1OC	-10
CCCOC(=O)COc1ccc2c(=O)c(Oc3ccccc3Br)coc2c1	-10
Cc1ccc(N2C(=O)c3ccccc3C2=O)c(C)c1	-1
O=C(Nc1nnc(C2CCCCC2)s1)c1ccc2ccccc2n1	-1
O=C1CC(c2cccc(F)c2F)c2c(n3c(nc4ccccc43)[nH]c2=O)N1 (stereo not drawn)	-16
COCCn1c(N2CCN(Cc3ccccc3)CC2)nc2c1c(=O)[nH]c(=O)n2C	-1
CCCNC(=O)CSc1nc2ccsc2c(=O)n1CCC(C)C	-7
CCOc1cccc(C2CC(=O)NC3=C2C(=O)CC(C)(C)C3)c1 (stereo not drawn)	-8
CC(=O)NC12CC3CC(C1)CC(C(=O)NCCCC1CCCC1)(C3)C2	-5
Cc1ccc(CNc2oc(-c3ccccc3F)nc2C#N)cc1	-1
COc1ccc2nc(/C=C/c3ccc(OC)c(OC)c3OC)sc2c1	11
COc1ccc(C(C)=O)cc1CSCc1coc(-c2ccccc2)n1	2
COc1ccc(C(=O)C(C)C(=O)c2ccc(OC)cc2)cc1	0
Cc1cc(=O)oc2cc(OCC(=O)OCC(=O)Nc3ccc(OC(F)F)cc3)ccc12	-1
CN(C)C1(CNC(=O)c2ccccc2-c2ncc(-c3ccccc3)o2)CCCCC1	4
Cc1cc(NC(=O)NCC(c2ccc(C)o2)N2CCOCC2)no1 (stereo not drawn)	2
Cc1ccc(S(=O)(=O)NCC2(c3ccccc3)CC2)c(Cl)c1	5
COc1ccccc1C(=O)Nn1c(-c2ccc(F)cc2)nc2ccccc2c1=O	6
O=S(=O)(c1ccccc1Br)N1CCCC1c1nnc2ccccn12 (stereo not drawn)	7
CCN(CC)S(=O)(=O)c1cc(C)c(C)c(NS(=O)(=O)/C=C/c2ccccc2)c1	-4
Cn1nc(C(=O)Nc2ccnn2Cc2ccc(Cl)cc2)c2ccccc2c1=O	6
CC(=O)Nc1ccc(NC(=O)COc2cccc(F)c2)c(C(F)(F)F)c1	3
COc1ccc(-c2c(C)oc3cc(OC(C)=O)ccc3c2=O)cc1	-6
COc1ccc(Cc2nnc(SCC(=O)c3ccc(Cl)cc3)n2CC(C)C)cc1	6
CC(C)CN(CC(C)C)C(=O)COC(=O)c1cc(=O)[nH]c2ccccc12	-16
Cn1c(SCc2nc(-c3ccc(C(F)(F)F)cc3)no2)nc2ccsc2c1=O	-5
CCOc1ccc(CCN2C(=S)N([C@@H](CC(C)C)CN3CCCC3CN3C(=S)NC[C@@H]3Cc3ccccc3)C[C@@H]2CC(C)C)cc1 (stereo partly drawn)	3
CCN(CC)S(=O)(=O)c1ccc2c(c1)CCN2	0
CN(Cc1ccc(Br)cc1)c1cc(C(=O)N2CCOCC2)c2ccccc2n1	9
Cc1ccc(CC(=O)Nc2cnc3ccccc3c2)cc1	-1
O=C(Cn1nc(C(=O)O)c2ccccc2c1=O)NC(c1ccccc1)c1ccccc1	-1
COC(=O)c1ccc(Oc2coc3cc(OS(C)(=O)=O)ccc3c2=O)cc1	-7
Cc1c(C(=O)N2CCC(C)CC2)c(S(=O)(=O)NCc2ccc(F)cc2)c(C)n1C	-11
Cc1cc(=O)c(C(=O)Nc2nnc(C(C)C)s2)nn1-c1ccc(Cl)cc1	-8
O=C(COc1ccccc1Cl)Nc1nc(-c2ccc(Br)o2)ns1	-7
O=C(CCc1nc2ccccc2c(=O)[nH]1)N1CCCCC1	9
CC1(C)CC(=O)C/C(=N/NC(=O)c2ccc(Cl)cc2)C1	0
COc1ccc(C(C)=O)cc1CS(=O)(=O)Cc1cccc(F)c1	2
O=C(/C=C/c1cccs1)Nc1cccc([S+](=O)([O-])Nc2ccccc2F)c1	-5&2
CCC(=O)Nc1ccc(C(C)CC)cc1 (stereo not drawn)	3
N#Cc1nc(-c2ccc(S(=O)(=O)N3CCCCCC3)cc2)oc1NCc1ccc2c(c1)OCO2	1
COc1ccc(CN2C(=O)CSCC2(C)C(=O)NCc2ccccc2)cc1OC (stereo not drawn)	-1
CC1(C(=O)Nc2ccc3c(c2)OCCO3)CSCC(=O)N1CCCN1CCOCC1 (stereo not drawn)	-3
CCCOc1ccc(CNC(=O)C2=C(c3ccccc3)c3cc(Cl)ccc3S(=O)(=O)N2C)cc1	2
Cc1ccc(NC(=O)C2(N(C)C(=O)Cc3nc(N)n[nH]3)CCCCC2)cc1	-4
O=C(C1CCN(S(=O)(=O)Cc2c(F)cccc2Cl)CC1)N1CCCC1	0

(list continues)
SMILES	LDHA inh
Fc1ccc(-c2noc(CSc3nc4ccccc4o3)n2)cc1	-4
CCCCCCSc1nc2c(c(=O)[nH]c(=O)n2C)n1CC(O)COc1ccc(Cl)cc1 (stereo not drawn)	-3
Cc1ccccc1-c1nc2cc(NC(=O)c3ccc4c(c3)OCCO4)ccc2o1	7
Cc1occc1C(=O)Oc1ccc(-c2ccc(C#N)cc2)cc1	-22
N#Cc1ccc2c(c1)OCCO2	15
CCc1cc2c(Sc3ccc(C(F)(F)F)cn3)ncnc2s1	2
CC(C)(C)NC(=O)Nc1nnc(-c2ccncc2)s1	0
C/C(=N\NC(=O)c1cccc2ccccc12)c1ccc(Cl)s1	0
CCC(C)c1ccc(-c2c(C)sc(N)c2C#N)cc1 (stereo not drawn)	12
CN(C)S(=O)(=O)c1cc(C(=O)NCc2ccc(N3CCCC3)nc2)ccc1Cl	7
O=C(NCCCN1CCOCC1)c1csc(Nc2ccccc2Cl)n1	4
COc1cc(C2c3c(n[nH]c3C)Nc3[nH]c(=O)[nH]c(=O)c32)ccc1OC(F)F (stereo not drawn)	-4
Cc1ccc(-c2cc(C(=O)O)c3cc(Br)ccc3n2)cc1	1
CSC(C)C(=O)Nc1sccc1C#N (stereo not drawn)	2
COc1ccc(C(=O)Nc2ccc3c(c2)nc(CN2CCCCCC2)n3C)cc1OC	9
Cn1c(SCC(=O)Nc2cc(S(=O)(=O)N3CCCCCC3)ccc2Cl)nnc1C1CC1	-9
CCN(CC)C(=S)SCc1c(C)c(C)c(Br)c(C)c1C	-3
Cc1nn(CC(=O)N(C)Cc2ccccc2C(F)(F)F)c(=O)c2ccccc12	1
Brc1ccc(-c2noc(/C=C/c3ccccc3)n2)cc1	6
CCc1c(C(=O)NC(C)c2ccc(OC)c(OC)c2)csc1C (stereo not drawn)	6
Cc1nnc(NC(=O)CCc2ccc(-c3ccc(C)c(C)c3)o2)s1	15
COc1ccc(C(=O)/C(=C\c2ccc(Cl)cc2)c2nc3ccccc3o2)cc1	7
O=C1c2ccccc2C(=O)N1c1cc(=O)c2ccccc2[nH]1	-3
Cc1cc(=O)oc2cc(OCc3nc(-c4cccc(Cl)c4)no3)ccc12	1
O=S(=O)(c1ccccc1)N1CCN(c2nc(-c3ccc(Br)cc3)cs2)CC1	6

Exported with each value named: entries from further up
> Cc1nn(CC(=O)N(C)Cc2ccccc2C(F)(F)F)c(=O)c2ccccc12
  LDHA inh: 1
> Brc1ccc(-c2noc(/C=C/c3ccccc3)n2)cc1
  LDHA inh: 6
